SRC2 TRFRET art: flags TR-FRET format artefacts in PPARgamma SRC-2 recruitment agonist screen. TR-FRET ratio at 8 µM. actives 0.4% (n = 200,000). TR-FRET artefact counter-screen; hits give high values; in the data active = TR-FRET ratio above about 2000; also: inactives centre near 1500
PPARg SRC1 recr: agonists of human PPARgamma SRC-1 coactivator recruitment | actives 0.41% (n = 200,000) | PPARgamma-SRC-1 coactivator recruitment biochemical assay | P37231 | activation, % at 8 µM; in the data active = activation above about 19%;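 also: 0% = DMSO and 100% = reference agonist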
STAT1 inh: reduces IFN-gamma driven STAT1 reporter signal | actives 0.35% (n = 200,000) | inhibition, % at 5.5 µM | AID 920 | NIH 3T3 STAT1-luciferase reporter, luminescence;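 active = inhibition above a set limit, the mean inhibition across all tested compounds plus 3 SD, cut at about 34% in these data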;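 also: 0% = IFN-gamma with DMSO and 100% = IFN-gamma with 300 µM nifuroxazide; values of inactives mirror those of a sister screen read the other way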
STAT3 blocker: reduces IL-6 driven STAT3 reporter signal; U3A cells, IL-6 STAT3-luciferase reporter, luminescence; host cell line lacks STAT1; inhibition, % at 5.5 µM; actives 0.89% (n = 190,000); AID 862;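 active = inhibition above the mean inhibition across all screened compounds plus 3 SD, cut at about 44% in these data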;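 also: 0% = DMSO only wells and 100% = 100 µM nifuroxazide control wells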
PPARg SRC2 recr: agonists of SRC-2 recruitment by human PPARgamma | AID 1032 | P37231 | actives 0.34% (n = 200,000) | PPARgamma LBD-SRC-2 recruitment, biochemical | activation, % at 8 µM; in the data active = activation above about 22%;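 also: 0% = vehicle and 100% = reference agonist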
STAT3 activator: activators of IL-6 induced STAT3 signaling | U3A cells, IL-6 STAT3-luciferase reporter, luminescence; 100% = signal with IL-6 EC80 alone | activation (% of control), % at 5.6 µM | actives 0.91% (n = 190,000);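 active = activation above the screen-wide mean of compound activation plus 3 SD, cut at about 130% in these data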;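 also: 0% = background luminescence of wells with medium and substrate only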
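System – human U3A cells carrying STAT3-luciferase construct · Probe or stimulus – Interleukin-6, 33 ng/mL · Schedule – compound 1 h, then IL-6 6 h at 37 °C · Signal – luminescence from STAT3-driven luciferase reporter · Evaluation – percent of IL-6-only median luminescence · Benchmarks – IL-6-only high control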
ROMK mod: modulators of human ROMK potassium channel | P48048 | Tet-inducible ROMK, thallium flux fluorescence; actives lie on both sides | B-score at 10 µM | actives 2% (n = 130,000) | AID 1918;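 active = signal ratio slope over the read window, or its plate-corrected B-score, at least 3 SD from the plate mean, either direction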;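 also: B-score of the F/F0 ratio slope over 7 to 12 s after thallium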
S1P3 antag: S1P3 (human) receptor antagonism | CHO S1P3 NFAT-BLA reporter, FRET fluorescence, antagonist mode | inhibition, % at 4.98 µM | actives 0.27% (n = 170,000);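 active = inhibition above the plate cutoff, the mean inhibition of test wells on that plate plus 3 SD, cut at about 28% in these data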;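 also: cells challenged with S1P at its EC80 of 0.8 µM; blue over green emission ratio from cleaved BLA substrate after 4 h stimulation; 0% = S1P-stimulated wells and 100% = unstimulated DMSO-only wells; some compounds past the cut are filed as inactive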
PPARg SRC-3 ag: promotes SRC-3 coactivator recruitment by human PPARgamma | actives 0.26% (n = 200,000) | biochemical PPARgamma/SRC-3 coactivator recruitment assay | AID 731 | activation, % at 8 µM; in the data active = activation above about 23%;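 also: 0% = DMSO and 100% = reference agonist; some compounds past the cut are filed as inactive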
RAM inhibit: yeast RAM network inhibition | S. cerevisiae dse1pr::URA3 reporter, 5-FOA growth OD615, 2 d; analog-sensitive cbk1-as2 kinase mutant strain | inhibition, % at 50 µM | actives 1.8% (n = 190,000) | AID 868;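 active = inhibition above a set limit, 3 SD over mean compound inhibition, cut at about 8.4% in these data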;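 also: 0% = DMSO-only wells with no growth and 100% = 10 µM 1-NA-PP1 full growth; inhibition rescues growth on 5-FOA so higher OD means more RAM inhibition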
TLR4 MyD88 comp: blocks binding of human TLR4 to MyD88. inhibition, % at 8.4 µM. O00206+Q99836. actives 0.18% (n = 200,000). HeLa CL3-4 TLR4/MyD88 BLA complementation, FRET ratio; in the data active = inhibition above about 25%;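 also: 0% = vehicle and 100% = reference inhibitor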
Target sequence (O00206 whole entry, looked up): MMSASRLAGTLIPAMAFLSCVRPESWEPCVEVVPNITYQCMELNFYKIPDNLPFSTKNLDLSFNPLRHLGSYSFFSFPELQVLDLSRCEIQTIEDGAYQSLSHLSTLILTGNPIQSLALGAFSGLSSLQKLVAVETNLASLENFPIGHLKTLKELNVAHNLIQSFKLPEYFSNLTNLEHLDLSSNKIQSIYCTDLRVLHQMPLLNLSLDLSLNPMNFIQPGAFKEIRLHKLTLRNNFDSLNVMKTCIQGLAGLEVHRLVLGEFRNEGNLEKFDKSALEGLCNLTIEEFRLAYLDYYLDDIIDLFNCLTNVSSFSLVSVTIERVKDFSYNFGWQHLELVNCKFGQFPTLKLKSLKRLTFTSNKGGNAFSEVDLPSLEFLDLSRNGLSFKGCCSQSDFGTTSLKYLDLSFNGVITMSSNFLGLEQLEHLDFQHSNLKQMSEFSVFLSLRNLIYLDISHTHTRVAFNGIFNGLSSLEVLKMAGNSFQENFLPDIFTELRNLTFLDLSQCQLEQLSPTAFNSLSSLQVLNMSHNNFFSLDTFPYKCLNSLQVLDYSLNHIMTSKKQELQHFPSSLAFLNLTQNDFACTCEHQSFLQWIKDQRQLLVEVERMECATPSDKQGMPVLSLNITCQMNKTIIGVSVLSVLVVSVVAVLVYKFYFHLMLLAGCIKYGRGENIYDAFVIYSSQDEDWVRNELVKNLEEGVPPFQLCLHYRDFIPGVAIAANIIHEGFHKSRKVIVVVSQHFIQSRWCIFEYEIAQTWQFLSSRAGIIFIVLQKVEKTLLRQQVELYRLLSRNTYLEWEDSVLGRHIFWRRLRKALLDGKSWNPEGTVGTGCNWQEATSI
Target sequence (Q99836 whole entry, looked up): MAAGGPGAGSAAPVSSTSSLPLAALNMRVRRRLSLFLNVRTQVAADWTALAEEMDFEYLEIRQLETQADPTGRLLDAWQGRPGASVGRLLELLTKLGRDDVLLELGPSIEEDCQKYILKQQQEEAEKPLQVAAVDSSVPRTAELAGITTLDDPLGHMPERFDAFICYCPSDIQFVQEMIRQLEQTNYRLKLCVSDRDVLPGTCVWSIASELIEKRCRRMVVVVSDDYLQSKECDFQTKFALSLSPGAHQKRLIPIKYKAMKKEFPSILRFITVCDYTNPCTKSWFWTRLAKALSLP
An asterisk follows results filed as active; . = no result given.

SMILES	SRC2 TRFRET art	PPARg SRC1 recr	STAT1 inh	STAT3 blocker	PPARg SRC2 recr	STAT3 activator	ROMK mod	S1P3 antag	PPARg SRC-3 ag	RAM inhibit	TLR4 MyD88 comp
CCOc1ccccc1CN1C(=O)c2ccccc2C1C(=O)NC(C)CC (configuration not stated)	1576	3	4	5	9	101	-0.06	.	-10	0.3	-1
Cc1cc(C)nc(NC2=NCC(=O)N2c2ccccc2Br)n1	1485	5	-5	-1	5	105	.	-16	10	2.8	2
CC(C)(C)CC(=O)Nc1nnc(SCC(=O)NCc2cccs2)s1	1433	11	0	0	3	102	0.64	-5	4	-0.4	-18
Cn1c(=NC(=O)c2ccc(S(=O)(=O)N3CCCc4ccccc43)cc2)sc2cc(S(C)(=O)=O)ccc21	1433	5	7	-2	9	102	-0.057	-2	1	10*	-2
CN(Cc1cc([N+](=O)[O-])c2cccnc2c1O)C1CCCCC1	1411	-3	2	8	-7	96	0.45	-15	1	0.8	15
CNC(=O)CSc1nnc(-c2cnccn2)n1C	1440	2	-5	3	-3	100	-0.0036	-16	2	0.0	-1
CCOc1ccc2nc(COC(=O)c3ccco3)c(C(C)=O)[n+]([O-])c2c1	1602	-2	-4	9	-7	95	0.54	-20	4	1.7	-17
Oc1cnn(-c2ccccc2)c1	1704	3	2	12	10	92	0.35	-40	15	1.7	-12
CCn1c(C)c(C(C)=O)cc(C#N)c1=O	1784	1	0	8	8	97	-0.1	0	5	0.1	3
Cc1nnc(NC(=O)c2ccc(C)c(S(=O)(=O)N3CCOCC3)c2)s1	1621	1	9	3	2	96	1.9	.	2	2.6	-7
Cc1ccc(C)c(OCCSc2nnc(C)c(=O)[nH]2)c1	1659	6	7	11	11	99	-0.0025	3	0	3.1	-11
O=C(CSc1nnc(-c2ccccc2Br)o1)N1CCN(C(=O)c2ccco2)CC1	1512	-10	-7	2	4	102	0.39	-10	-1	0.9	3
COc1ccc(C(=O)Nc2cc(C(F)(F)F)ccc2-n2cncn2)cc1	1615	3	7	14	7	86	-0.62	.	-2	3.7	-1
Cc1cccc(NS(=O)(=O)c2ccc3nc(-c4ccccc4)[nH]c3c2)c1C	1546	2	19	7	-6	96	0.84	8	6	2.3	7
O=C1CCCN1CC(O)CS(=O)(=O)c1ccc(Cl)cc1 (configuration not stated)	1366	-9	3	11	-1	97	0.52	.	8	1.1	-2
CCOc1ccccc1OCCn1ncc2ccc(OC)c(OC)c2c1=O	1588	1	-2	3	-7	101	.	.	6	1.8	3
Cn1nc([N+](=O)[O-])nc1Sc1cccc2cccnc12	1429	-8	-4	12	-9	93	1	-9	0	-0.1	0
CCOP(=O)(OCC)c1nc(-c2ccc(C)cc2)oc1N1CCOCC1	1498	-3	9	8	3	97	.	.	1	.	-13
Cc1ccccc1N(CC(=O)Nc1ccc(S(=O)(=O)N2CCOCC2)cc1)S(C)(=O)=O	1584	-2	-7	10	-4	101	1.6	3	0	-0.4	-6
CCC(CC)c1nnc(NC(=O)Cc2ccccc2[N+](=O)[O-])s1	1515	9	-4	-19	5	120	-0.24	-19	8	0.4	11
CC(=O)Nc1ccc(S(=O)(=O)N(C)CC(=O)N/N=C/c2cccc(O)c2)cc1	1410	0	3	6	1	97	0.025	2	2	2.7	-1
COc1ccc(CCNC(=O)COC(=O)c2ccc(Br)o2)cc1OC	1533	3	-1	-4	8	103	-0.26	.	3	-2.0	-9
COc1c(O)ccc(C2NC(=O)NC(C)=C2C(=O)Nc2ccccc2C)c1[N+](=O)[O-] (configuration not stated)	1571	11	-2	11	2	94	-0.43	-19	9	2.0	-19
Cc1cc(NC(=O)CCl)n(-c2nc3ccccc3s2)n1	1535	4	-4	-61	2	151*	0.75	15	5	1.2	0
S=C1NC2=C(CCCC2=C2SCCS2)C(c2ccccc2)N1 (configuration not stated)	1545	2	21	24	2	85	1.3	-22	2	3.0	10
O=C1CC(N(O)C2CC(=O)N(Cc3ccccc3)C2=O)C(=O)N1Cc1ccccc1 (configuration not stated)	1516	6	2	-3	6	105	-2.4	.	11	1.4	6
COc1cccc(C2c3c(-c4cc(Cl)c(C)cc4O)n[nH]c3C(=O)N2Cc2cccnc2)c1 (configuration not stated)	1620	4	6	0	11	100	0.29	.	10	1.8	-11
O=c1cc(CN2CCN(c3ccccn3)CC2)nc2sccn12	1481	5	3	10	-1	95	0.09	-4	4	0.0	-5
CC1(C)c2ccccc2N2CC(=O)NC21/C=C/c1ccco1 (configuration not stated)	1271	-3	11	-5	-12	104	.	0	-10	1.1	-3
O=C(N/N=C/c1ccccc1OC(F)F)C1=COCCO1	1841	5	-4	3	6	104	0.48	-23	4	1.2	-4
O=C(O)CNC(=S)N(Cc1cccs1)C1CCCCC1	1558	-1	-6	-4	2	100	.	13	3	0.4	5
O=C(C1CCN(C2CCN(Cc3cccc4c3OCO4)CC2)CC1)N1CCOCC1	1492	2	-4	-5	6	108	0.41	-5	1	-0.2	4
COc1cc(-c2n[nH]c(=O)o2)cc(OC)c1OC	1408	0	-1	7	-11	97	0.23	3	-3	0.9	-5
CCc1ccc(NC(=S)NC2CC3CCCC(C2)N3Cc2ccccc2)cc1 (configuration not stated)	1685	10	-1	17	9	89	-1.6	-3	4	1.1	-5
CCCOc1ccc(C(=O)O/N=C(\CC)c2ccc(C)cc2)cc1	1584	-1	1	-2	-1	105	0.23	-10	3	4.6	8
CC(=O)COc1ccc2c3c(c(=O)oc2c1C)CCCCC3	1560	-2	-14	11	8	95	.	7	8	2.3	-11
CCCCC(NC(C)=O)c1nc2ccccc2n1CCCC (configuration not stated)	1484	-5	-7	5	-6	102	.	.	-4	-0.7	-4
C=CCc1cccc(/C=N/n2cnnc2)c1O	1491	8	2	7	-2	100	.	.	8	1.3	10
O=C1Oc2ccccc2C(=O)/C1=C\N1CCN(c2ccccc2)CC1	1291	3	-4	4	-8	101	0.62	-18	0	2.3	9
O=C(CSc1nc(-c2ccc(F)cc2)nc2c1Cc1ccccc1O2)Nc1cccc(C(=O)O)c1	1769	4	1	-20	1	117	0.56	-20	4	2.0	-13
CCOC(=O)c1oc2cc(O)ccc2c(=O)c1-c1ccccc1OC	1561	2	6	15	0	92	2.3	-12	2	2.5	0
Cn1nc(-c2ccc(Cl)cc2)c2cc(C(=O)N3CCN(c4ccccn4)CC3)sc21	1616	0	10	7	-2	101	.	11	3	0.1	-4
CCN1CCCC1CNC(=O)CSc1cc(=O)n(CC)c2ccccc12 (configuration not stated)	2187*	23*	-4	12	26*	91	-0.12	26	42*	0.5	6
O=C(NC(=S)Nc1ccc(C(F)(F)F)cc1)c1csnn1	1391	-3	7	26	6	81	7.4*	-5	7	1.4	-9
CC1CCN(C(NC(=O)c2ccco2)C(=O)c2ccccc2)CC1 (configuration not stated)	1468	-2	0	1	-1	100	.	.	5	0.3	3
CCCSc1nnc2c(n1)OC(c1cccn1C)N(C(C)=O)c1ccccc1-2 (configuration not stated)	1559	10	-3	11	4	94	.	5	8	0.5	-9
Nc1nc2ccc(-c3nc4ccccc4o3)cc2s1	1708	3	-57	20	12	84	.	.	10	1.6	-13
OCCN(CCO)Cc1ccc(Br)cc1	1609	2	-4	7	7	99	1.6	.	4	1.5	5
CCN(CC)CCN(CC(=O)N(C1CCCCC1)C1CCCCC1)C(=O)c1ccco1	1689	7	4	-3	3	104	-0.86	-4	2	1.5	9
CCOc1ccc(NC(=O)Cn2cncc2-c2ccc([N+](=O)[O-])cc2)cc1	1539	1	-18	2	8	103	.	-4	8	1.0	0
CC(Sc1nc2c([nH]c3ccccc32)c(=O)n1C)c1ccccc1 (configuration not stated)	1624	14	4	-29	-5	130	0.18	-15	8	4.3	9
O=C(NC1(C(F)(F)F)C(=O)Nc2c1c(=O)[nH]c(=O)n2-c1ccc(F)cc1)c1cccnc1 (configuration not stated)	1536	3	-8	5	1	100	.	.	2	0.5	-7
Cc1nc(N2CCC(C)CC2)c2c(C)c(C(=O)Nc3cc(F)ccc3C)sc2n1	1720	4	0	1	4	101	1.2	5	9	0.2	-14
CCOc1cc(NS(=O)(=O)CC)c(OCC)cc1NC(=O)c1ccco1	1547	0	-3	4	11	97	-1.2	-14	4	0.0	13
CC1CCCC(C)N1C(=O)Cn1cc(C#N)c2ccccc21 (configuration not stated)	1652	8	3	0	7	102	-0.24	-23	-3	0.8	-10
CCCC1NC(=S)NC(C)=C1C(C)=O (configuration not stated)	1541	6	-4	-6	6	107	0.1	-11	4	1.1	14
Cc1cc(C)n2c(=S)[nH]nc2n1	1650	4	-6	9	-1	100	.	-6	4	0.6	-2
O=C(Nc1ccc(Cl)cc1C(=O)Nc1ccncc1)c1ccco1	1517	-1	2	-5	-4	104	1.6	18	-3	1.8	0
CCN(CC(=O)NCc1ccc(F)cc1)C(=O)COc1ccc2ccccc2c1	1830	5	1	-1	12	104	.	-2	3	0.6	5
COCCn1ccc(O)c(Cc2ccc(Cl)cc2)c1=O	1637	6	2	21	7	88	.	.	11	-0.1	-4

(further entries)
SMILES	SRC2 TRFRET art	PPARg SRC1 recr	STAT1 inh	STAT3 blocker	PPARg SRC2 recr	STAT3 activator	ROMK mod	S1P3 antag	PPARg SRC-3 ag	RAM inhibit	TLR4 MyD88 comp
CC(=O)OC1C(OC(C)=O)N(C(C)=O)C(=O)N1C(C)=O (configuration not stated)	1451	1	-1	2	12	103	.	12	-4	3.9	-5
OC(COc1ccc2ccccc2c1)Cn1ccnc1 (configuration not stated)	1596	4	3	0	-11	103	.	-5	-3	0.3	-5
CC(NC(=S)NC1CCCCC1)C(c1ccccc1)N1CCOCC1 (configuration not stated)	1467	0	-2	-9	-4	109	0.02	-4	-1	0.3	15
Nc1nc(SCc2ccc([N+](=O)[O-])cc2)nc2nc3c(cc12)CCCC3	1611	8	12	29	10	78	.	1	1	4.5	-7
COC(=O)c1ccc(C2/C(=C(/O)c3ccc(OC)cc3)C(=O)C(=O)N2Cc2ccco2)cc1 (configuration not stated)	1577	2	-3	1	-3	103	-0.58	.	-8	.	-2

Some of the entries so far, as labelled records:
Structure: Nc1nc(SCc2ccc([N+](=O)[O-])cc2)nc2nc3c(cc12)CCCC3
- SRC2 TRFRET art: 1611
- PPARg SRC1 recr: 8
- STAT1 inh: 12
- STAT3 blocker: 29
- PPARg SRC2 recr: 10
- STAT3 activator: 78
- ROMK mod: .
- S1P3 antag: 1
- PPARg SRC-3 ag: 1
- RAM inhibit: 4.5
- TLR4 MyD88 comp: -7

Structure: COC(=O)c1ccc(C2/C(=C(/O)c3ccc(OC)cc3)C(=O)C(=O)N2Cc2ccco2)cc1 (configuration not stated)
- SRC2 TRFRET art: 1577
- PPARg SRC1 recr: 2
- STAT1 inh: -3
- STAT3 blocker: 1
- PPARg SRC2 recr: -3
- STAT3 activator: 103
- ROMK mod: -0.58
- S1P3 antag: .
- PPARg SRC-3 ag: -8
- RAM inhibit: .
- TLR4 MyD88 comp: -2

High-throughput results: PubChem, several laboratories

The order is random (roughly 5.6% active in at least one column).
